# LmPK inh = qHTS Assay for Inhibitors of Leishmania Mexicana Pyruvate Kinase (LmPK). Q27686. AID 1721, 2009. Potency, µM (series often up to 57.5 µM), for the others: top-dose activity change, negative = inhibition, hits mostly inhibitors. 0.37% of 290,000 active. purified LmPK, Kinase-Glo ATP luminescence, 1 h
# Target sequence (Q27686 whole entry, looked up): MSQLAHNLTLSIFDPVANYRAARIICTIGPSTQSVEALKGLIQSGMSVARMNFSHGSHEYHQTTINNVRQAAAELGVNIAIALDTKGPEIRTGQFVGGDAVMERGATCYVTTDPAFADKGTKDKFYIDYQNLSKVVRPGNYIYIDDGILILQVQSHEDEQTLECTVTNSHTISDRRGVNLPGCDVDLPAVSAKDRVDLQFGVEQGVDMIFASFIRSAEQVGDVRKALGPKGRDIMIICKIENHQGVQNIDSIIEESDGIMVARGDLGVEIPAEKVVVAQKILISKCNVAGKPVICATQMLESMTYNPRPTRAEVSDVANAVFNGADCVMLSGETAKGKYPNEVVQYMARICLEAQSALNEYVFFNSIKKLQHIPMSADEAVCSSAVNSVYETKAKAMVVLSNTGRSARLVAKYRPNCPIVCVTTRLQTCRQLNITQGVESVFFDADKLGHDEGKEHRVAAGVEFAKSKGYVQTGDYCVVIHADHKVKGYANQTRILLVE
#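 Purified LmPK (0.1 nM) with 0.5 mM PEP and 0.1 mM ADP in imidazole buffer pH 7.2 with MgCl2/KCl, 1 h at room temperature. ATP formed was read by luciferase luminescence and normalized to no-enzyme and uninhibited controls.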
# Sm TGR block = qHTS Assay for the Inhibitors of Schistosoma Mansoni Peroxiredoxins | 3% of 360,000 active | Schistosoma mansoni thioredoxin glutathione reductase (TGR), Q962Y6 | Potency, µM (titrated, usually from 114 µM), inactives show at the top dose activity change, negative = inhibition, hits mostly inhibitors | purified TGR, DTNB reduction, TNB absorbance 405 nm; further: nearly all actives have a fitted effect of over 60% in size
#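 Kinetic colorimetric format: TGR-catalysed, NADPH-driven DTNB reduction monitored via TNB absorbance. Enzyme dispensed at 20 nM; compound exposure 15 min at room temperature before reaction start.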
# Pf growth 96h = Primary qHTS for delayed death inhibitors of the malarial parasite plastid, 96 hour incubation. P. falciparum luciferase reporter growth, 96 h. 6.9% of 320,000 active. Potency, µM (doses to about 28.7 µM), for inactives: at the top dose activity change, negative = inhibition, most hits filed as inhibitors
#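 Readout is luminescence from an integrated firefly luciferase in P. falciparum. Red cells, 2% hematocrit and 0.05% parasitemia final, were cultured with compound through two parasite generations (96 hours) at 37 C, 5% CO2.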
# Pf growth 48h = Primary qHTS for delayed death inhibitors of the malarial parasite plastid, 48 hour incubation; P. falciparum luciferase growth in erythrocytes, 48 h; Potency, µM (top dose mostly 28.7 µM), inactives show at the highest dose activity change, negative = inhibition, actives largely listed as inhibitors; 5.9% of 310,000 active; AID 504832, 2011
#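 Compounds are pin-transferred into medium, infected erythrocytes (2% hematocrit, 0.1% parasitemia final) are added, and plates sit one parasite generation at 37 C in 5% CO2. Detection reagent is then added and luminescence measured.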
# TbPYK inhibitor = qHTS of Trypanosoma Brucei Inhibitors. pyruvate kinase (Trypanosoma brucei), Q57TT1. TbPYK enzyme, Kinase-Glo Plus ATP luminescence, 45 min. Potency, µM (series often up to 76.8 µM), without a hit: at the top dose activity, negative = inhibition, most hits filed as inhibitors. 0.12% of 410,000 active; further: nearly all actives have a fitted effect of over 50% in size
#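 T. brucei PYK with substrate was exposed to pin-transferred compounds across a concentration series, then started with 130 uM ADP (final). After 45 min at room temperature, Kinase-Glo Plus luminescence was read, normalized and curve-fitted.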
# HCV inh = qHTS Assay for Inhibitors of Hepatitis C Virus (HCV); Huh7.5.1 HCVcc-Cre infection, luciferase reporter, 44 h; Potency, µM (titrated, usually from 41.8 µM), inactives show at the highest dose activity change, negative = inhibition, most hits filed as inhibitors; 3.4% of 340,000 active; AID 651820, 2012
#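 Reporter virus HCVcc-Cre (~0.5 moi) infects cells exposed to compound; seeding density 1,000 cells/well with 4 h settling beforehand. Luminescence, 15 sec read, taken 44 h post-infection following a 15 min RT substrate incubation.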
# An asterisk follows results filed as active; ? = inconclusive; . = not tested or not shown; & = joins results of further samples; [ ] = dose if it differs, or a comment. The call rests on the fitted dose curve; in most records, active means well fitted curve in the direction sought with a large enough effect; inconclusive means small, poorly fitted or top-dose-only effect, or another doubt; inactive means no such curve, though single readings can be large; an effect the other way counts as inactive or inconclusive. On the % scale 0 is the no-effect control and ±100 the full control effect; potency means the concentration at half of the fitted maximal effect.
# The opening 5 entries, ahead of the listing:
SMILES,LmPK inh,Sm TGR block,Pf growth 96h,Pf growth 48h,TbPYK inhibitor,HCV inh
COc1ccc(OC)c(C(C)NC(=O)c2ccc(Br)cc2)c1 (stereo unspecified),0%,-7%,111%,-1%,5%,-1%
O=c1c2ccccc2[nH]c2ccccc12,1%,-15%,1.5µM*,1.7µM*,-1%,?
COc1ccccc1OCCn1c(SCC(=O)O)nc2ccccc21,3%,4%,268%[activator],24%,?,-4%
CCCCn1c(N)c(N(C(=O)CSc2nnnn2-c2ccccc2)C2CCCC2)c(=O)[nH]c1=O,.,?,23%,3%,0%,-1%
Cc1ccccc1-c1nc(CSc2nc3c(c(=O)[nH]2)CCC3)c(C)o1,3%,-6%,?,14%,-2%,12%

# The listing, from the first entry:
SMILES,LmPK inh,Sm TGR block,Pf growth 96h,Pf growth 48h,TbPYK inhibitor,HCV inh
COc1ccc(OC)c(C(C)NC(=O)c2ccc(Br)cc2)c1 (stereo unspecified),0%,-7%,111%,-1%,5%,-1%
O=c1c2ccccc2[nH]c2ccccc12,1%,-15%,1.5µM*,1.7µM*,-1%,?
COc1ccccc1OCCn1c(SCC(=O)O)nc2ccccc21,3%,4%,268%[activator],24%,?,-4%
CCCCn1c(N)c(N(C(=O)CSc2nnnn2-c2ccccc2)C2CCCC2)c(=O)[nH]c1=O,.,?,23%,3%,0%,-1%
Cc1ccccc1-c1nc(CSc2nc3c(c(=O)[nH]2)CCC3)c(C)o1,3%,-6%,?,14%,-2%,12%
Cc1cccc(NC(=S)N/N=C/C(C)c2ccccc2)c1C (stereo unspecified),2%,-30%,?,?,?,7%
COc1ccc(/C=N/NC(=O)CCc2ccccc2)cc1O,0%,-16%,?,10%,4%,-16%
Cc1ccc(C)c(N2N=C(C(=O)Nc3ccc(S(=O)(=O)N4CCCC4)cc3)CCC2=O)c1,2%,5%,?,?,12%,-6%
Cc1cc(-c2csc3ncnc(N4CCN(C)CC4)c23)cc(C)c1C,-5%,1%,?,-15%,-8%,-7%
COc1ccc(OC)c(N(C)S(=O)(=O)c2ccc3c(c2)N(C(C)=O)CCO3)c1,-4%,-9%,0%,-8%,-2%,-1%
Cc1cc(C)c2nc(NC3=NCN(CCN4CCOCC4)CN3)nc(C)c2c1,-2%,2%,-17%,?,.,.
C/C(CC(=O)Nc1ccc(C)c(Cl)c1)=N\NC(=O)C1CCCCC1,-6%,2%,28%,38%,4%,?
CCC(C(=O)N1CCN(c2cccc(Cl)c2)CC1)c1ccccc1 (stereo unspecified),2%,-6%,-8%,?,0%,?
CC(C)Oc1ccc(CNC(=O)C2CCCN(S(=O)(=O)N3CCOCC3)C2)cc1 (stereo unspecified),2%,-3%,-17%,-2%,-4%,9%
O=C(COc1ccccc1C(=O)Nc1ccccc1)c1ccc(F)cc1,2%,-1%,?,13%[5.75 µM],-4%,-29%
COC(=O)c1cc(OC)c(OC)cc1NC(=O)CSc1nnc(-c2cccnc2)n1C,-5%,5%,30%,3%,10%,10%
Nc1ncnc2oc(-c3ccco3)c(-c3ccco3)c12,11%,10µM*,?,-3%,-16%,11µM*
CCOC(=O)C1CCCN(C(=O)CN2C(=O)NC(C)(c3ccc4ccccc4c3)C2=O)C1 (stereo unspecified),.,-2%,7%,3%,0%,-6%
O=C(CN1N=C(c2ccccc2)CCC1=O)NCCN1CCc2ccccc2C1,-1%,-9%,?,16%,1%,4%
Brc1cc2c(cc1CN1CCc3ccccc3C1)OCO2,1%,3%,?,-16%,4%,-7%
Cc1ccc(S(=O)(=O)c2nnn3c2nc(Nc2cccc(C)c2)c2ccccc23)cc1,0%,-9%,2%,?,2%,-17%
Cc1ccc(/C=N/n2c(-c3ccncc3)n[nH]c2=S)s1,0%,-16%,?,4%,?,10%
Cc1ccc(O)c(NC(=S)NC(=O)/C=C/c2ccccc2)c1,0%,6%,0%,-20%,0%,2%
COc1ccc(C(=O)n2nc(-c3ccc(Cl)cc3)nc2N)cc1OC,0%,-1%,33%[activator],2%,-9%,-6%
COc1ccc(/C=C(\NC(=O)c2cccs2)C(=O)N2CCOCC2)cc1OC,1%,1%,22%,-1%,-1%,.
CC1=C(C(=O)Nc2ccccc2)C(c2ccccn2)n2ncnc2N1 (stereo unspecified),0%,-6%,0%,0%,3%,15%
COc1cc(OC)cc(C(=O)N2CCC(N3CCN(c4ccccc4)CC3)CC2)c1,-2%,0%,0%[5.75 µM],-8%,7%,1%
O=c1[nH]cnc2scc(-c3cccs3)c12,-5%,-3%,1%,-19%,-13%,?
CN(C)c1cccc(C(=O)OCC(=O)Nc2ccccc2Cl)c1,3%,7%,-7%,14%,0%,-18%
CCOC(=O)C(C)Sc1nc(-c2cccs2)ccc1C#N (stereo unspecified),-4%,?,20%,-15%,-13%,14µM*
O=[N+]([O-])c1ccccc1S(=O)(=O)Oc1ccc(C(=S)N2CCOCC2)cc1,3%,3%,33%[activator],-16%,-7%,-3%
Cc1cc(C)c2sc(NC(=O)c3ccc([N+](=O)[O-])o3)nc2c1,-3%,?,?,?,-3%,-15%
COCCCNC(=O)CSC1=Nc2ccccc2C2=NC(c3ccccc3)C(=O)N12 (stereo unspecified),-3%[11.5 µM],3%,?,-1%,0%,16%
CCOC(=O)NCCc1ccc(OC)cc1,-7%,-8%,-10%,6%,-9%,12%
CCN1CCN(C(=O)c2ccccc2N(Cc2ccccc2)S(=O)(=O)c2ccc(C)cc2)CC1,12%,-1%,15µM*,.,-3%,?
COc1ccccc1CN(C)C(=O)C(c1ccccc1)c1ccccc1,-4%,-11%,?,?,2%,?
NC(=O)c1ccc(NC(=O)CSc2nnc(-c3ccncc3)n2Cc2ccco2)cc1,9%,-1%,7%,3%,-9%,17%
O=S(=O)(NCCCN1CCN(c2ccccc2F)CC1)c1cccc2cccnc12,4%,-22%,?,.,1%,-50%
COc1ccc(C(=O)N2CCN(S(=O)(=O)c3ccc4c(c3)OCCO4)CC2)cc1OC,.,-5%,-4%,?,4%,1%
COC(=O)c1c(NC(=O)c2ccc([N+](=O)[O-])o2)sc2c1CCN(C(C)C)C2,0%,-19%,?,15µM*,-6%,2.8µM*
COc1ccc(-c2cc(C(F)(F)F)n3nc(C(=O)NCCCn4ccnc4)cc3n2)cc1,-6%,-34%,-4%,.,2%,?
CCOc1cc(/C=C\c2nc(O)c([N+](=O)[O-])c(=O)[nH]2)ccc1OC(C)CC (stereo unspecified),3%,-21%,20%,-6%[0.00184 µM],0%,0%
O=[N+]([O-])c1ccc(Oc2ccc(S(=O)(=O)Nc3ccccc3)cc2)cc1,2%,0%,?,-11%,1%,?
O=C(CCl)Nc1ccc(Sc2ccc(NC(=O)CCl)cc2)cc1,8%,2.8µM*,1.9µM*,3.3µM*,1%,4µM*
COc1ccc(C2C(C(=O)Nc3cccnc3)=C(C)Nc3nc(-c4cccs4)nn32)cc1OC (stereo unspecified),4%,-8%,9%,6%,-4%,-1%&2%
CC1/C(=N/O)CC(c2ccccc2)N(C)C1c1ccccc1 (stereo unspecified),5%,2%,?,13µM*,3%,-10%
Cc1ccc(NS(=O)(=O)c2c(C)[nH]c(C)c2C(=O)N2CCCCC2)c(Br)c1,1%,-13%,11%,0%,-6%,30%
Cc1ccc(N(Cc2cc3ccccc3[nH]c2=O)S(=O)(=O)c2ccccc2)cc1,-1%,6%,?,?,1%,4%
C=CCn1c(O)c(N=O)c2cc(C)ccc21,-2%,12%,100%[activator],2%,0%,18%
Cn1c(=O)n(C)c2cc(NS(=O)(=O)c3ccc(F)cc3)ccc21,-2%,5%&3%,20%,8%,5%&2%,-2%
CCCC(CCC)C(=O)Oc1cc(C)[nH]c(=O)c1[N+](=O)[O-],2%,-15%,15%,?,5%,13%
COC(=O)C1=C(c2ccc3ccccc3c2)C[C@@H]2CC[C@H]1N2C(=O)NC1Cc2ccccc2C1,.,-12%,?,?,-7%,?
CN1CCN(C2=C(Cl)C(=O)N(C3CCCCC3)C2=O)CC1,-2%,-20%,-25%,-10%,-20%,?
C/C(CC1(O)C(=O)N(Cc2ccccc2)c2ccccc21)=N\O (stereo unspecified),2%,4%,7%,-12%,-2%,-7%
O=C(C(=O)N1CCN(c2ccc(F)cc2)CC1)N1CCCCC1,3%,.,-37%,18%,-1%,9%
C[C@H](NC(=O)[C@@H]1Cc2ccccc2CN1C(=O)OC(C)(C)C)C(=O)NC1CCCC1,7%,1%,-20%,-22%,6%,13%
O=C(Cn1ncc2c([nH]c3ccccc32)c1=O)Nc1ccc(F)cc1F,-2%,-10%,12%,52%[activator],-7%,15%
Cc1cc(C)c2c(c1)C1C=CCC1C(c1ccc(S(=O)(=O)N3CCOCC3)cc1)N2 (stereo unspecified),0%,1.6µM*,?,?,-11%,18%
CCc1noc(C)c1C(=O)NNC(=O)c1cc(OC)cc(OC)c1,.,5%,16%,6%,-7%,-3%
CCCS(=O)(=O)C(=C1Nc2ccccc2N1)S(=O)(=O)CCC,1%,-6%,-9%,-1%,5%,?

# The results go on:
SMILES,LmPK inh,Sm TGR block,Pf growth 96h,Pf growth 48h,TbPYK inhibitor,HCV inh
Cc1ccc(CN2CC(C(=O)N(C)CC(=O)Nc3cccc(F)c3)CC2=O)cc1 (stereo unspecified),0%,-26%,5%,?,7%,1%
CCOc1ccccc1NC(=S)NC(=O)c1ccco1,-2%,-22%,0%,1%,-1%,?
Cc1cccc(N/N=C/c2ccncc2)c1,-4%,-11%,?,?,-3%,?
CNC(=O)c1ccc2c(c1)nnn2C,0%,4%,27%,17%,4%,13%
CCOC(=O)C1(Cc2ccccc2C(F)(F)F)CCN(CC2CC2)CC1,3%,0%,-20%,?,-1%,-15%
O=C(Cc1ccsc1-c1ccccc1)NO,-11%,4%,15%,13µM*,-16%,10µM*
CCOc1ccc(N(CC(=O)NCc2cccnc2)S(=O)(=O)c2ccc(F)cc2)cc1,1%,0%,31%[activator],-15%,2%,18%
O=C(c1cc2cc(Br)ccc2o1)N1CCOCC1,-3%,-13%,1%,64%[activator],0%,15%
O=C(O)CC1(Cc2nc(-c3cccs3)no2)CCCC1,0%,-10%,12%,.,0%,19%
COc1ccc(NC(=O)CSc2nc3ccc(Nc4nc(N5CCOCC5)nc(N5CCOCC5)n4)cc3s2)cc1,-3%,-1%,?,?,2%,10µM*

# 5 entries picked at random from those above, as already listed:
SMILES,LmPK inh,Sm TGR block,Pf growth 96h,Pf growth 48h,TbPYK inhibitor,HCV inh
O=C(c1cc2cc(Br)ccc2o1)N1CCOCC1,-3%,-13%,1%,64%[activator],0%,15%
CCOc1ccc(N(CC(=O)NCc2cccnc2)S(=O)(=O)c2ccc(F)cc2)cc1,1%,0%,31%[activator],-15%,2%,18%
Cc1ccc(CN2CC(C(=O)N(C)CC(=O)Nc3cccc(F)c3)CC2=O)cc1 (stereo unspecified),0%,-26%,5%,?,7%,1%
CCOC(=O)C1(Cc2ccccc2C(F)(F)F)CCN(CC2CC2)CC1,3%,0%,-20%,?,-1%,-15%
O=C(O)CC1(Cc2nc(-c3cccs3)no2)CCCC1,0%,-10%,12%,.,0%,19%

# Hits appear at their usual frequency; overall some 16% were active at least once.
